Compound activity (PubChem)
S1P4 antagonist: human S1P4 receptor antagonism; O95977; S1P4-expressing cells, antagonist mode, reporter read-out; inhibition, % at 4.98 µM; actives 0.26% (n = 220,000); AID 1510; in the data active = inhibition above about 29%;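 note: 0% = wells stimulated with agonist and 100% = vehicle wells without agonist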
Target sequence (O95977 whole entry, looked up): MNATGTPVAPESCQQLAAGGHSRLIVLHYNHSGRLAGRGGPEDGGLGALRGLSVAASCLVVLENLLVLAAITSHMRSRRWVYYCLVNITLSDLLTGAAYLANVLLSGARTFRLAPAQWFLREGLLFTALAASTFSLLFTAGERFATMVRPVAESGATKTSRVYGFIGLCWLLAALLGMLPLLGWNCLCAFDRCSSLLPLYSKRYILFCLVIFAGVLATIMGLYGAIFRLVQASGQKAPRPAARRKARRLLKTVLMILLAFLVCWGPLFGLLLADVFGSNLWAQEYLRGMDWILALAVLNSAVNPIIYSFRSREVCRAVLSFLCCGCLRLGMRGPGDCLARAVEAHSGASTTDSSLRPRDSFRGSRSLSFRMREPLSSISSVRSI
BaF3 parental: reduces parental Ba/F3 cell viability, JAK2V617F counter-screen; CellTiter-Glo ATP luminescence; inhibition, % at 5.6 µM; actives 1.1% (n = 220,000); AID 1486;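 active = inhibition above a per-campaign cutoff, the mean inhibition of all tested compounds plus 3 SD, cut at about 27% in these data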;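 note: 0% = DMSO wells and 100% = JAK Inhibitor I control wells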
NPY-Y1 PAM-ag: potentiates or activates human NPY-Y1 receptor; P25929; NPY-Y1 expressing cells, potentiator/agonist activation; activation, % at 3.6 µM; actives 0.37% (n = 220,000); AID 1304; in the data active = activation above about 33%, passing the limit was not always enough;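 note: cells stimulated with NPY at EC10 then isoproterenol at EC100; 0% = low agonist plus stimulus and 100% = saturating agonist plus stimulus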
S1P4 ag: human S1P4 receptor agonism. O95977. S1P4-expressing cell line, agonist reporter assay. activation, % at 4.98 µM. actives 0.35% (n = 220,000). AID 1509; in the data active = activation above about 11%;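 note: 0% = DMSO vehicle and 100% = reference agonist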
Runt-CBFb FRET: Runt domain-CBFb interaction inhibition | Q01196+Q13951 | Cerulean-Runt/Venus-CBFb FRET ratio 530/480, 1 h | inhibition, % at 20 µM | actives 0.46% (n = 220,000) | AID 1496;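 active = inhibition over about 50% at 20 µM in the single-dose screen, limit read from the data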;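 note: 0% = DMSO wells and 100% = excess unlabeled CBFb competitor control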
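Assay system: Cerulean-tagged RUNX1 Runt domain (FRET donor) fusion protein / Amount: 100 nM each of Venus-CBFb and Cerulean-Runt domain / Medium: Tris buffer pH 7.5 with salts and BSA / Also added: Venus-CBFb 100 nM / Schedule: 1 h complex formation plus 1 h compound treatment, room temperature / Signal: FRET fluorescence / Read-out: loss of energy transfer signal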
Ba/F3 V617F tox: lowers viability of Ba/F3 cells expressing EpoR and JAK2V617F; ATP luminescence; AID 1446; inhibition, % at 5.6 µM; actives 1.1% (n = 220,000);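 active = inhibition above the campaign mean plus 3 SD over all tested compounds, cut at about 24% in these data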;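 note: cytokine-independent growth of Ba/F3 cells driven by EpoR plus mutant JAK2; 0% = DMSO-treated cells and 100% = JAK inhibitor I control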
RBBP9 inh: blocks human serine hydrolase RBBP9 | O75884 | recombinant RBBP9, FP-Rh probe fluorescence polarization | inhibition, % at 7.94 µM | actives 0.2% (n = 220,000) | AID 1515;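 active = inhibition above the campaign mean of all tested compounds plus 3 SD, cut at about 14% in these data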;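 note: plate controls were DMSO wells with RBBP9 for no effect and wells lacking RBBP9 protein for full effect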
Target sequence (O75884 whole entry, looked up): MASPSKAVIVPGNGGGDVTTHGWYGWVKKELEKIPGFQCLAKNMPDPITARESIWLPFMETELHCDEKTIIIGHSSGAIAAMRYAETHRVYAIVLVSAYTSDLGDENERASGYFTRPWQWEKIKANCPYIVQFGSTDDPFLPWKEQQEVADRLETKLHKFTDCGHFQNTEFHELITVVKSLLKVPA
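Material: RBBP9 protein. Amount: RBBP9 at 2.5 µM in dispensed solution, before mixing. Schedule: 30 min then 45 min, 25 °C. Medium: Tris buffer pH 8.0, NaCl, Pluronic. Measured by: fluorescence polarization. Measure: percent inhibition from mP, scaled between DMSO and no-protein wells. Replication: one well per compound.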
NPY-Y1 antag: antagonists of human neuropeptide Y receptor Y1; P25929; HEK293-CNG Y1 cells, membrane potential fluorescence; NPY at EC95, then isoproterenol; actives 1% (n = 200,000); inhibition, % at 3.6 µM;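 active = inhibition above the campaign mean inhibition of all tested compounds plus 3 SD, cut at about 20% in these data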;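 note: 0% = DMSO wells given NPY plus isoproterenol and 100% = isoproterenol alone without NPY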
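Test system – HEK293 Y1/CNG channel cell line · Also added – NPY agonist 25 nM, then isoproterenol 1 µM plus Ro 20-1724 25 µM · Compound dosing – one concentration, 3.6 µM, in 0.4% DMSO · Schedule – compound incubation 1 h at room temperature, readout 45 min post-stimulation · Technique – fluorescence, membrane potential probe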
NPY2 pot ag: human NPY-Y2 potentiation or agonism, primary screen. P49146. cells expressing NPY-Y2, potentiator/agonist read-out. activation, % at 3.6 µM. actives 0.45% (n = 220,000). AID 1359; in the data active = activation above about 27%;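 note: cells stimulated with NPY near EC25 plus isoproterenol at EC100; 0% = vehicle plus submaximal agonist and 100% = vehicle plus saturating agonist; some results beyond the cut were filed as inactive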
Target sequence (P49146 whole entry, looked up): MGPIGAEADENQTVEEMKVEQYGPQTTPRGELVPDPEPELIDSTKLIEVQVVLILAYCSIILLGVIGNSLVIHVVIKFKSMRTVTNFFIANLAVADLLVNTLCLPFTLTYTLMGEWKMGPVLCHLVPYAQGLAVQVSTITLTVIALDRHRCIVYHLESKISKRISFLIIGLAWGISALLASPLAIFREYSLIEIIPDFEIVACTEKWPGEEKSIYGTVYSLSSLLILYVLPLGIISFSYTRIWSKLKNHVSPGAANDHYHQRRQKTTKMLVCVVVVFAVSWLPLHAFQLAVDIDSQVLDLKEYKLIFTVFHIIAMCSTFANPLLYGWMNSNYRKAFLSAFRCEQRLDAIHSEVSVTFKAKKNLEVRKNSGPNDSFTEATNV
The depositor's hits bear a star; . = no result given.

molecule	S1P4 antagonist	BaF3 parental	NPY-Y1 PAM-ag	S1P4 ag	Runt-CBFb FRET	Ba/F3 V617F tox	RBBP9 inh	NPY-Y1 antag	NPY2 pot ag
COCCCNC(=O)C1CC(=O)N(CCc2ccccc2)C1 (configuration not stated)	-9	5	11	-0.8	2	-2	-5	0	6
C=CCOc1ccc(CNc2ccc(NC(=O)CC(C)C)cc2)cc1OC	-12	1	-11	2.3	-4	-4	-5	-4	10
NC(=O)c1ccc(NC(=O)c2cccc3c2OCCCO3)cc1	6	-2	-10	0.4	0	-1	-6	.	3
Cc1c(-c2ccccc2)sc2nc[nH]c(=S)c12	-19	8	8	1.1	1	-3	-6	1	9
COc1ccc(CC(=O)Nc2cccc(-c3ccc4nncn4n3)c2)cc1OC	-12	4	-18	1.6	0	0	-6	-4	1
CCCOc1cccc(C2C(C(=O)c3ccco3)=C(O)C(=O)N2CCN(CC)CC)c1 (configuration not stated)	-9	5	25	-1.4	0	5	-4	2	-1
CC1Cc2ccccc2N1C(=O)CO/N=C/c1ccccc1OC(F)F (configuration not stated)	5	8	-8	1.7	2	-2	-4	5	-8
CC1CCN(CCCNC(=O)c2cc3c(=O)n(C)c4ccccc4c3n2C)CC1	-10	5	-16	-2.1	3	4	-10	3	-2
CCC(C)CCCCNC1=NCCS1 (configuration not stated)	4	2	-3	1.4	-2	-3	-6	5	-4
C#CCOCCOCCOCCNc1nc(N2CCN(C(=O)[C@H](C(C)C)n3cc(CCO)nn3)CC2)nc(N2CCN(C(=O)[C@H](CCCCN)n3cc(CCCC)nn3)CC2)n1	18	10	-9	0.8	1	5	-7	3	-3
O=C(N/N=C/c1ccc(Br)s1)c1cccc([N+](=O)[O-])c1	-4	7	-10	-0.5	-1	-1	-1	-1	2
O=C(CN1C(=O)NC2(CCCCC2)C1=O)N1CCN(S(=O)(=O)c2ccccc2)CC1	-7	2	-1	1.8	-1	-1	-9	2	5
N#CC1=C(N)Oc2c(sc3ccccc23)C1c1ccco1 (configuration not stated)	4	4	17	1.6	16	-4	-8	-1	12
Cc1nn(CCCC(=O)NCc2ccc(F)cc2)c(C)c1[N+](=O)[O-]	-22	7	3	1.0	2	-2	-7	-4	8
CCOC(=O)C1(Cc2ccccc2C(F)(F)F)CCN(Cc2ccon2)CC1	-9	5	-7	0.8	-2	0	-6	.	0
O=C(NCc1nc2ccccc2[nH]1)C1=C[C@@H](c2ccccc2)C[C@@H](OCc2ccc(CO)cc2)O1	-6	-1	-19	0.5	0	0	-6	1	-12
O=C1C=C(c2ccccc2)C(=O)N1Nc1ccccc1	28	4	-3	-2.9	18	-4	-7	-2	-6
CCCC(=O)Nc1ccccc1-c1nnc(SCC)[nH]c1=O	-4	4	-6	2.3	1	-3	-3	.	-4
COc1ccc(C(=O)Oc2c(C)occc2=O)cc1OC	-10	0	1	-0.6	1	-4	-9	-8	8
COC(=O)c1cc(OC)c(OC)cc1NC(=O)c1cnccn1	-11	6	-7	1.6	2	3	1	-1	13
CCOc1ccc2[nH]c(=O)c(CN(Cc3nnnn3Cc3ccco3)C3CCCCC3)cc2c1	-8	3	-3	1.3	46	-5	-2	4	-20
COc1ccc(-c2ccc(=O)[nH]n2)cc1	1	5	-19	-0.5	1	3	2	2	-17
CN1CCN(Cc2c(O)ccc3cc(-c4ccccn4)c(=O)oc23)CC1	11	12	-15	18*	19	5	-2	-3	-4
O=C(CCCN1C(=O)/C(=C/c2cccc(Br)c2)SC1=S)Nc1ccccn1	2	-3	-4	-1.2	0	-4	-3	3	2
O=C(CSc1nnc(-c2ccc(O)cc2)n1Cc1ccco1)N1CCc2ccccc2C1	-2	1	-30	-1.4	10	-1	0	-6	-7
O=C(CCc1nnc(CCCCc2ccccc2)o1)N1CCCCC1CCO (configuration not stated)	-7	0	-8	1.4	1	0	-6	.	5
O=C(NCc1ccco1)C1CCN(S(=O)(=O)N2CCC3(CC2)OCCO3)CC1	-6	7	-9	-1.9	-1	4	-2	-2	-6
CC1CCCCN1CCNc1nc(=S)[nH]c2ccccc12 (configuration not stated)	-42	1	-29	-0.1	2	-1	-6	4	-8
Cc1cc(NC(=O)c2ccc([N+](=O)[O-])cc2)n(C)n1	-12	0	11	3.4	2	-4	-2	.	-6
CCCc1nc2ccccc2c(C(=O)OCc2nnc(-c3cc(OC)c(OC)c(OC)c3)o2)c1CC	-29	5	-24	1.3	-7	2	0	13	-6
Cc1ccc(C(=O)Cn2cncn2)cc1	3	3	0	0.5	0	-3	-6	.	3
CCC(C)(C#CCN1CCCCC1)OC(C)=O (configuration not stated)	-6	-2	0	-0.2	.	-4	3	0	9
CCc1nc(N2CCCCC2)c2oc3ccccc3c2n1	-5	7	-30	-4.9	-1	5	-6	8	-31
O=C(COC(=O)Cn1[nH]c(=O)c2ccccc2c1=O)Nc1ccc2c(c1)OCO2	-2	-1	-7	1.1	-2	-5	2	0	8
COc1ccc(C(=O)Nc2ccc(S(=O)(=O)NC(C)=O)cc2)cc1	-13	6	-2	1.8	2	3	-3	1	-13
O=C1CCc2cc(S(=O)(=O)N3CCC(C(=O)NCc4ccccn4)CC3)ccc2N1	-2	1	-5	0.0	2	-3	-1	2	-1
O=C(CN(Cc1ccccc1F)S(=O)(=O)c1ccc(Cl)cc1)NCCC1=CCCCC1	3	2	-6	0.0	-3	-1	-8	7	5
Cc1cc(N/N=C/c2ccc(N(C)C)cc2)nc(NCc2ccccc2)n1	-2	-4	10	2.6	8	2	-9	.	-4
O=C(Nc1ccncc1)c1c(F)cccc1F	-22	-2	8	-0.1	0	-4	-5	-1	10
CCC(Sc1nc(N)cc(=O)[nH]1)C(=O)Nc1cc(C)on1 (configuration not stated)	-12	4	0	0.5	0	-3	-8	-2	8
COc1ccc(-c2cc(C(=O)NNC(=S)NC(=O)c3c(-c4ccccc4)noc3C)[nH]n2)cc1	-14	11	-2	-0.2	3	0	-3	-5	5
CC1CCCN(Cc2nc(Cc3ccccc3Cl)no2)C1 (configuration not stated)	5	1	-8	1.0	-1	-3	2	-4	12
Cc1cc(NCc2ccco2)nc2cc(O)ccc12	-12	7	2	0.2	32	1	-2	2	0
Cc1ccc(S(=O)(=O)CC(C)N2CCOCC2)c(S(=O)(=O)CC(C)N2CCOCC2)c1 (configuration not stated)	-13	5	-10	-0.1	-2	2	-5	3	9
C=CCNC(=O)Cn1nc(-c2ccccc2)ccc1=O	-6	8	4	0.8	2	0	0	0	16
O=C(NC1=NC2CCCCC2N1)c1ccccc1 (configuration not stated)	1	3	-12	-0.1	-1	-4	-5	-2	2
COc1ccc(CC(=O)NCC2(c3ccc(OC)c(OC)c3)CCOCC2)cc1	-1	3	16	1.4	0	0	-1	-3	-7
COc1cccc2c(=O)n(CC(=O)N3CCCc4ccccc43)ccc12	-10	5	1	0.7	4	-4	-9	0	-4

13 neighbouring compounds out of the list so far:
molecule	S1P4 antagonist	BaF3 parental	NPY-Y1 PAM-ag	S1P4 ag	Runt-CBFb FRET	Ba/F3 V617F tox	RBBP9 inh	NPY-Y1 antag	NPY2 pot ag
O=C1CCc2cc(S(=O)(=O)N3CCC(C(=O)NCc4ccccn4)CC3)ccc2N1	-2	1	-5	0.0	2	-3	-1	2	-1
O=C(CN(Cc1ccccc1F)S(=O)(=O)c1ccc(Cl)cc1)NCCC1=CCCCC1	3	2	-6	0.0	-3	-1	-8	7	5
Cc1cc(N/N=C/c2ccc(N(C)C)cc2)nc(NCc2ccccc2)n1	-2	-4	10	2.6	8	2	-9	.	-4
O=C(Nc1ccncc1)c1c(F)cccc1F	-22	-2	8	-0.1	0	-4	-5	-1	10
CCC(Sc1nc(N)cc(=O)[nH]1)C(=O)Nc1cc(C)on1 (configuration not stated)	-12	4	0	0.5	0	-3	-8	-2	8
COc1ccc(-c2cc(C(=O)NNC(=S)NC(=O)c3c(-c4ccccc4)noc3C)[nH]n2)cc1	-14	11	-2	-0.2	3	0	-3	-5	5
CC1CCCN(Cc2nc(Cc3ccccc3Cl)no2)C1 (configuration not stated)	5	1	-8	1.0	-1	-3	2	-4	12
Cc1cc(NCc2ccco2)nc2cc(O)ccc12	-12	7	2	0.2	32	1	-2	2	0
Cc1ccc(S(=O)(=O)CC(C)N2CCOCC2)c(S(=O)(=O)CC(C)N2CCOCC2)c1 (configuration not stated)	-13	5	-10	-0.1	-2	2	-5	3	9
C=CCNC(=O)Cn1nc(-c2ccccc2)ccc1=O	-6	8	4	0.8	2	0	0	0	16
O=C(NC1=NC2CCCCC2N1)c1ccccc1 (configuration not stated)	1	3	-12	-0.1	-1	-4	-5	-2	2
COc1ccc(CC(=O)NCC2(c3ccc(OC)c(OC)c3)CCOCC2)cc1	-1	3	16	1.4	0	0	-1	-3	-7
COc1cccc2c(=O)n(CC(=O)N3CCCc4ccccc43)ccc12	-10	5	1	0.7	4	-4	-9	0	-4

Next results
molecule	S1P4 antagonist	BaF3 parental	NPY-Y1 PAM-ag	S1P4 ag	Runt-CBFb FRET	Ba/F3 V617F tox	RBBP9 inh	NPY-Y1 antag	NPY2 pot ag
COc1cc(/C=N/n2nnnc2Nc2ccccc2)cc(OC)c1OC	-10	-1	-9	0.3	-6	-5	-2	6	-1
O=C1NCCN/C1=C\C(=O)c1ccc(Br)cc1	9	-3	26	2.8	1	-1	-4	.	10
O=C(CN1C2=NCCCN2c2ccccc21)c1ccc(Cl)cc1Cl	-12	0	-35	-1.4	-1	-3	-4	9	-3
O=[N+]([O-])c1ccc(N=Cc2sc3ccccc3c2O)cc1	-20	5	1	1.4	40	0	-9	0	2
CC(Oc1ccc(F)cc1F)C(=O)/C=C/N(C)C (configuration not stated)	-5	6	-11	1.3	-1	3	-5	-4	-7
COc1ccccc1OCCOC(=O)Nc1ccccc1	-10	-6	14	0.6	3	-1	-3	8	5
N=C1SCC(=O)N1c1ncc(Cc2ccccc2Cl)s1	48*	2	-12	1.1	2	-3	-5	7	-27
CCOC(=O)c1nc(C)[nH]c1C(=O)OCC	-8	4	-3	1.8	0	0	-4	-3	-12
COc1ccc(Br)cc1C(=O)NC(=S)Nc1ccc(Cl)c(C(=O)O)c1	-8	7	-12	1.9	1	5	-2	6	-12
